Screening data (PubChem)
GPR151 ag: activates the human receptor GPR151 | Q8TDV0 | PathHunter beta-arrestin GPR151 cells, luminescence | activation, % at 11.2 µM | 650,000 tested, 1% active; in the data active means activation above about 4.9%;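 further: 0% = median of compound wells and 100% = cells with positive control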
Target sequence (Q8TDV0 whole entry, looked up): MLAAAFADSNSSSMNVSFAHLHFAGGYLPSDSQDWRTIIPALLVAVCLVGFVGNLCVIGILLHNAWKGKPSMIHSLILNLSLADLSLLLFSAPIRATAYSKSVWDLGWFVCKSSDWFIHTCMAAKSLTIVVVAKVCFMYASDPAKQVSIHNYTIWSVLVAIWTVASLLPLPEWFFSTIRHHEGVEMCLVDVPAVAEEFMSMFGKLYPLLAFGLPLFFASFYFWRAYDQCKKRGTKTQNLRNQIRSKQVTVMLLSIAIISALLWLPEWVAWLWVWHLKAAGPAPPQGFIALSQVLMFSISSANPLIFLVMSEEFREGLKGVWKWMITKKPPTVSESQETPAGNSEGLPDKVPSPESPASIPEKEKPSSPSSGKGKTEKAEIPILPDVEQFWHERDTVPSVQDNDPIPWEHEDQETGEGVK
FBW7 activator: human FBW7 E3 ligase activation, primary screen | Q969H0 | AlphaScreen FBW7–phospho-cyclin E peptide binding, activator screen | normalized activity (activation), % at 26.1 µM | 650,000 tested, 0.13% active; in the data active means normalized activity above about 1.9%;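 further: purified mutant Fbw7 with reduced substrate affinity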
TEAD-YAP block: TEAD-YAP interaction inhibition; HEK-TIYL cells, TEAD-Gal4/YAP UAS-luciferase luminescence; inhibition, % at 9.12 µM; 640,000 tested, 1.4% active; in the data active means inhibition above about 32%;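 further: 0% = median of test compound wells and 100% = reference inhibitor wells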
MITF inh: inhibitors of human MITF; O75030; AlphaScreen MITF homodimerization, bead proximity signal; inhibition, % at 2.6 µM; 650,000 tested, 0.91% active; AID 1259374; in the data active means inhibition above about 50%;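 further: 0% = vehicle wells with protein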
Target sequence (O75030 whole entry, looked up): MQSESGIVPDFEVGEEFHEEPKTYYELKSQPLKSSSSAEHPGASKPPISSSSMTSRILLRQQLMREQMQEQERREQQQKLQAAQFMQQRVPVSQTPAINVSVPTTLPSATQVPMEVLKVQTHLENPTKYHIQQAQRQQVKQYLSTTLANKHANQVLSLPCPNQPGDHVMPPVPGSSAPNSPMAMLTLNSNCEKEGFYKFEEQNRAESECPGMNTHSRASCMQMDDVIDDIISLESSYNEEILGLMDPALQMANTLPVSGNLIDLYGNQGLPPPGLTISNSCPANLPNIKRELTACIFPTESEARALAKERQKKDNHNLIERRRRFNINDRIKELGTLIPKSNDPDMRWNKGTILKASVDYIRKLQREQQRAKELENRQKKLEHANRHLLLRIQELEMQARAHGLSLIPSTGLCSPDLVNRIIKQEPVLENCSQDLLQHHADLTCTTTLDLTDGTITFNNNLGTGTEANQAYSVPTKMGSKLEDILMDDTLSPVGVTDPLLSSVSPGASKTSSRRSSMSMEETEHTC
An asterisk follows results filed as active; · = not tested or not shown. This is a random part of the collection; 3.4% or so of the library scored in one or more.

SMILES	GPR151 ag	FBW7 activator	TEAD-YAP block	MITF inh
CC(NC(=O)c1cccnc1)C(c1cccs1)N1CCN(c2ccc(F)cc2)CC1 (stereo not drawn)	1.4	-0.1	-8.7	18.2
CN(C)Cc1ccccc1-c1ccc(OC2CCNCC2)cc1	3.4	-0.1	1.4	3.0
Cc1ccc2c3c(ccc2n1)NC1=C(C(=O)CCC1)C3c1ccc(F)cc1 (stereo not drawn)	-1.2	0.2	20.5	8.1
CC1CCN(C(=O)c2cc(F)c(F)cc2Cl)CC1	0.7	0.1	3.8	-1.8
CN1C(=O)/C(=C/c2ccc(O)c(I)c2)NC1=S	-1.5	-0.2	9.3	1.9
Cc1noc(CNC(=O)C2CCN(C(=O)COc3ccccc3F)CC2)n1	1.8	-0.2	2.7	1.0
O=C(CCn1nc(-c2ccccc2)ccc1=O)N1CCOCC1	-0.8	-0.2	-9.2	4.5
COc1ccc2c(=O)c(-c3ccccc3Cl)coc2c1	-0.1	-0.1	-41.1	-22.2
CCOC(=S)N/C(=N/S(=O)(=O)c1ccc(Br)cc1)c1ccccc1	2.1	0.0	-1.2	5.1
CCCNC(=O)CSc1nnc2c3cc(C)ccc3n(CC(=O)O)c2n1	-1.0	0.1	-8.7	-22.4

Reformatted: four of the compounds above.
CN1C(=O)/C(=C/c2ccc(O)c(I)c2)NC1=S
  GPR151 ag = -1.5 | FBW7 activator = -0.2 | TEAD-YAP block = 9.3 | MITF inh = 1.9
Cc1noc(CNC(=O)C2CCN(C(=O)COc3ccccc3F)CC2)n1
  GPR151 ag = 1.8 | FBW7 activator = -0.2 | TEAD-YAP block = 2.7 | MITF inh = 1.0
O=C(CCn1nc(-c2ccccc2)ccc1=O)N1CCOCC1
  GPR151 ag = -0.8 | FBW7 activator = -0.2 | TEAD-YAP block = -9.2 | MITF inh = 4.5
COc1ccc2c(=O)c(-c3ccccc3Cl)coc2c1
  GPR151 ag = -0.1 | FBW7 activator = -0.1 | TEAD-YAP block = -41.1 | MITF inh = -22.2

Following part
SMILES	GPR151 ag	FBW7 activator	TEAD-YAP block	MITF inh
Cc1ccc(S(=O)(=O)N(CCc2ccccc2)CC(=O)Nc2cccc(C(F)(F)F)c2)cc1	-1.4	0.0	9.9	-0.3
O=C(c1ccc([N+](=O)[O-])cc1)c1ccc(Cl)c(Cl)c1	-1.3	0.0	8.8	6.0
CC(C)N(CCNc1nc(-c2ccc(C(N)=O)cc2)nc2c1ncn2-c1ccccc1)C(C)C	1.4	-0.1	27.5	16.5
O=C(CNC(=O)c1ccc2c(c1)OCO2)N=Nc1c(O)[nH]c2ccc([N+](=O)[O-])cc12	-0.9	-0.4	-5.8	-5.7
Cc1cc(S(=O)(=O)N2CCN(c3ccc(F)cc3)CC2)c(Cl)cc1Cl	5.3*	0.2	-11.3	5.0
CC(C)n1cnc2c(NCc3ccccc3)nc(N3CCc4ccccc4C3)nc21	-2.2	0.0	-5.2	8.3
Cc1ccc(-n2nnc3c(SCc4cccc(F)c4)ncnc32)cc1	-0.2	0.3	-17.5	4.5
CCn1c(CNC(=O)c2cccc(C)c2)nnc1SCC(=O)Nc1nc(C)cs1	0.0	-0.2	7.2	2.7
c1ccc(OCc2nnc(-c3ccccc3)n2-c2ccncc2)cc1	-1.2	0.0	-5.4	7.2
CC1CCN(c2nc(NC(C)(C)CO)nc(N3CCOCC3)n2)CC1	-1.2	0.4	3.6	10.9

Looked up above.
CC1CCN(c2nc(NC(C)(C)CO)nc(N3CCOCC3)n2)CC1 | TEAD-YAP block = 3.6
Cc1ccc(-n2nnc3c(SCc4cccc(F)c4)ncnc32)cc1 | MITF inh = 4.5
c1ccc(OCc2nnc(-c3ccccc3)n2-c2ccncc2)cc1 | GPR151 ag = -1.2
O=C(CNC(=O)c1ccc2c(c1)OCO2)N=Nc1c(O)[nH]c2ccc([N+](=O)[O-])cc12 | MITF inh = -5.7

The results go on:
SMILES	GPR151 ag	FBW7 activator	TEAD-YAP block	MITF inh
COCCNCCOc1ccc(Cl)cc1Br	-0.6	0.2	-6.3	35.0
CCCSc1nnc(NC(=O)CC(C)C)s1	2.0	-0.2	-25.8	-2.5
O=[N+]([O-])c1cc(S(=O)(=O)N2CCCC2)ccc1Sc1nnnn1-c1ccccc1	-2.1	0.9	19.6	13.2
CCCCC1=NN2C(=N)/C(=C/c3ccc(OS(C)(=O)=O)cc3)C(=O)N=C2S1	-1.8	0.3	-3.5	10.5
CC1CCN(C(=O)c2cc3c(=O)n4ccccc4nc3s2)CC1	-0.9	-0.1	-54.8	-9.3
COc1ccccc1N(CCOC(=O)C1CC(=O)N(c2ccccc2)C1)C1=NS(=O)(=O)c2ccccc21 (stereo not drawn)	-0.3	0.0	-5.4	1.2
COC1c2cccc3cccc(c23)C1NS(C)(=O)=O (stereo not drawn)	-1.2	-0.1	-1.7	8.7
Cn1c(=O)oc2cc(S(=O)(=O)Nc3ccc(Cl)c(Cl)c3)ccc21	1.4	-0.1	-5.3	0.3
COc1ccc(OCC(=O)N/N=C\c2c(OC)ccc3ccccc23)cc1	0.8	0.0	5.0	-7.8
COc1ccc(C2C(C(=O)Nc3ccc(F)c(Cl)c3)c3cc(OC)c(OC)cc3C(=O)N2C)cc1OC (stereo not drawn)	0.8	-0.1	-32.2	-13.1
CSCCC(NC(=O)c1ccccc1Cl)C(=O)O (stereo not drawn)	0.6	0.3	12.8	6.1
CCOC(=O)C1=C(C)N=c2s/c(=C\c3cn(-c4ccccc4)nc3-c3ccccc3)c(=O)n2C1c1ccc(C)cc1 (stereo not drawn)	-1.9	-0.1	4.9	-3.0
O=[N+]([O-])c1c(Cl)ncnc1Cl	0.4	0.0	8.6	19.3
CC(O)c1cccc(NC(=O)c2cc3n(n2)C(C(F)(F)F)CC(c2ccc(F)cc2)N3)c1 (stereo not drawn)	1.7	-0.1	-7.3	3.5
CNC(=O)CCC(=O)Nc1cc(Cl)ccc1C	-0.3	-0.1	-3.0	-0.2
CC(C)n1cnc2c(Nc3ccc4c(c3)OCO4)nc(N3CCN(c4ccccn4)CC3)nc21	-1.6	-0.5	-4.7	6.3
CCNC(=O)C(=O)Nc1c(C)cccc1C	0.8	0.5	13.1	15.6
Cc1cn(C)nc1C(=O)Nc1ccc2scnc2c1	-1.8	-0.1	-59.9	-7.3
Cc1nc(-c2ccc(N3CCN(C(=O)c4ccco4)CC3)nc2)no1	-6.2	0.8	-39.4	12.6
CC(=O)COc1ccc2c(-c3cccc([N+](=O)[O-])c3)cc(=O)oc2c1	-0.5	0.2	15.3	11.8
CC(=O)N1c2ccccc2N=C(c2ccc(I)cc2)CC1c1ccc(F)cc1 (stereo not drawn)	-1.0	-0.4	4.6	4.4
CCN(CC)C(=O)C1CCCN(c2nc(NC3CCN(Cc4ccccc4)CC3)c3[nH]cnc3n2)C1 (stereo not drawn)	2.4	0.2	-7.8	-0.8
CCOC(=O)c1ccc(NC(=O)CSc2nc(N)c3c(C)c(C)sc3n2)cc1	-0.6	0.1	5.9	-0.9
CCn1c(=O)c2cc(C(=O)Nc3cccc(C(C)=O)c3)sc2c2ccccc21	-0.7	0.9	-0.4	9.3
O=C(COc1ccccc1)N1CCN=C1SCc1cccnc1	-1.6	0.2	-6.4	5.3
CC(=O)N1CCN(C(=O)Cn2nc3c(C)cc4ccccc4n3c2=O)CC1	-0.5	0.1	-7.3	6.6
Cc1ccc(CNC(=O)CNC2CCN(Cc3ccccc3)CC2)cc1	-0.6	-0.2	2.9	36.1
CC(=O)NC1=NC(=O)/C(=C/c2ccc(-c3ccc(F)cc3F)o2)S1	0.0	-0.3	-0.9	-2.3
COc1cccc(CN2CCN3C(=O)[C@H](CCCCN)NC(=O)[C@H]3C2)c1	2.8	-0.1	1.6	-0.9
CCOc1ccccc1N/C(SCc1ccccc1Cl)=C(/C#N)C(=O)NCc1ccccc1	-0.3	-0.3	-4.8	1.1
Cc1nnc(SCC(=O)N/N=C/c2ccccc2)n1-c1ccccc1	-1.4	0.1	9.6	17.2
Cc1nccn1Cc1ccc(O)c2ncccc12	-0.2	-2.1	10.1	82.3*
COCCn1c(Cc2cccn2C)nnc1SCC(=O)Nc1cccc2ccccc12	-0.5	0.0	-4.2	11.7
COC(=O)C1=NNC2C(=O)N(c3ccccc3)C(=O)C12 (stereo not drawn)	1.0	0.0	6.8	1.2
CC(C)(C)c1ccc(CSc2nc3ccc(N4CCOCC4)cc3c(=O)n2Cc2ccccc2)cc1	3.2	0.2	-19.0	-3.8
COc1ccc(-c2nc(C#N)c(NCc3ccc4c(c3)OCO4)o2)cc1	-0.8	-0.1	-26.5	1.9
Cc1nc2ccc(S(=O)(=O)NC(C(=O)Nc3nccs3)C(C)C)cc2s1 (stereo not drawn)	1.7	-0.4	-1.1	2.6
Cc1ccc(-c2ccc(/C=C(\C#N)C(N)=O)o2)cc1[N+](=O)[O-]	1.1	-0.1	-30.0	18.5
Cc1ccccc1NC(=O)c1c(O)c2cccc3c2n(c1=O)CC3	2.8	-0.2	-12.3	-5.6
N#C/C=C(\c1ccc(F)cc1)N1CCOCC1	8.4*	-0.1	2.8	-13.8
COc1cccc(-c2cc(C(F)(F)F)n3ncc(C(=O)Nc4cc(C)on4)c3n2)c1	0.7	0.3	2.5	8.0
Cc1cc(-c2cncnc2C2CCN(C(=O)c3cnn(C)c3C)CC2)on1	-0.3	-0.1	-2.2	10.1
COCCNC(=O)CC(=O)N/N=C/c1cccs1	-0.5	0.0	-6.8	2.3
COc1ccc(NC(=O)C2CCN(C(=O)NCc3cccs3)CC2)cc1Cl	0.9	0.1	-16.2	-1.2
O=C(N[C@H]1CCCCNC1=O)c1cc(COc2ccc(F)cc2F)on1	0.5	-0.2	-3.2	2.0
COc1cccc(NC(=O)NCCN2CCN(c3ccc(C)cc3)CC2)c1C	0.3	-0.1	-2.9	-1.5
CCc1nc(SCC(=O)Nc2ccc(C)cc2C)n[nH]1	-0.4	0.0	12.8	18.6
COc1cc(NC(=O)c2cc(-c3ccco3)on2)c(OC)cc1Cl	0.3	0.1	4.3	2.6
COc1cccc(-c2nc3sc4c(c3c(=O)n2CC(=O)Nc2ccc(OC)c(OC)c2)CCCC4)c1	1.3	0.0	5.9	2.7
Cc1ccc(N2CC(C(=O)OCC(=O)Nc3ccccc3C(C)C)CC2=O)cc1 (stereo not drawn)	0.4	0.4	2.4	12.3

6 compounds drawn at random from the list so far:
SMILES	GPR151 ag	FBW7 activator	TEAD-YAP block	MITF inh
O=C(N[C@H]1CCCCNC1=O)c1cc(COc2ccc(F)cc2F)on1	0.5	-0.2	-3.2	2.0
COc1cccc(-c2cc(C(F)(F)F)n3ncc(C(=O)Nc4cc(C)on4)c3n2)c1	0.7	0.3	2.5	8.0
COCCNC(=O)CC(=O)N/N=C/c1cccs1	-0.5	0.0	-6.8	2.3
COc1cc(NC(=O)c2cc(-c3ccco3)on2)c(OC)cc1Cl	0.3	0.1	4.3	2.6
COc1cccc(NC(=O)NCCN2CCN(c3ccc(C)cc3)CC2)c1C	0.3	-0.1	-2.9	-1.5
COc1ccc(NC(=O)C2CCN(C(=O)NCc3cccs3)CC2)cc1Cl	0.9	0.1	-16.2	-1.2

Carrying on.
SMILES	GPR151 ag	FBW7 activator	TEAD-YAP block	MITF inh
O=C1OCCC1Sc1ncnc2sc(-c3ccccc3)cc12 (stereo not drawn)	-0.2	0.0	-2.9	17.9
CN1CCc2c(sc3c2C(=O)NC(c2cccc(Br)c2)N3)C1 (stereo not drawn)	-0.9	0.1	-0.1	6.3
CC(C)c1nnc(NC(=O)CC(NC(=O)C(F)(F)F)c2ccccc2)s1 (stereo not drawn)	1.4	-0.1	-7.4	-3.8
CCCCCCCC/C=C\C/C=C\C/C=C\CCCC(=O)NCCO	-0.8	·	·	-2.7
CCC(=O)NNC(=O)c1c(O)c2ccccc2n(C)c1=O	-0.5	0.0	5.6	7.6
C[C@H]1C(=O)N2CCN(Cc3cnn(-c4ccccc4)c3)C[C@@H]2C(=O)N1C	0.0	0.0	12.8	18.1
Cc1cc(=O)[nH]c(SC(C)C(=O)Nc2cccc(Cl)c2)n1 (stereo not drawn)	8.7*	-0.1	-13.8	-23.7
